TLR9-MyD88 block – TLR9-MyD88 interaction inhibition; Q9NR96+Q99836; CHO BLA complementation TLR9-MyD88, CCF4 FRET ratio; inhibition, % at 4.98 µM; actives 0.21% (n = 340,000); AID 504734;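 active means inhibition above the mean over all tested compounds plus 3 SD, cut at about 21% in these data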;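 further: 0% = DMSO only wells and 100% = clavulanate BLA inhibitor control wells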
NCOA3 inh – inhibitors of human steroid receptor coactivator 3 (SRC3) | Q9Y6Q9 | HEK293 GAL4-SRC3 luciferase reporter, luminescence | inhibition, % at 3.6 µM | actives 0.17% (n = 360,000) | AID 588352;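 active means inhibition above a per-campaign cutoff, the mean of all compounds plus 3 SD, cut at about 60% in these data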;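 further: 0% = DMSO-treated cells and 100% = gossypol-treated cells at 36 µM; higher means less SRC3-driven luciferase light from the GAL4 reporter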
NR2F2 inh – NR2F2 (human) inhibition, primary screen | HEK293T NGFI-A luciferase reporter, luminescence | inhibition, % at 8.6 µM | actives 0.7% (n = 370,000) | P24468;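 active means inhibition above a per-plate cutoff, mean inhibition of test wells between control levels plus 3 SD, cut at about 38% in these data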;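 further: cells cotransfected with COUP-TFII expression vector driving the NGFI-A reporter; 0% = median of COUP-TF2 test wells and 100% = reporter-only cells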
Target sequence (P24468 whole entry, looked up): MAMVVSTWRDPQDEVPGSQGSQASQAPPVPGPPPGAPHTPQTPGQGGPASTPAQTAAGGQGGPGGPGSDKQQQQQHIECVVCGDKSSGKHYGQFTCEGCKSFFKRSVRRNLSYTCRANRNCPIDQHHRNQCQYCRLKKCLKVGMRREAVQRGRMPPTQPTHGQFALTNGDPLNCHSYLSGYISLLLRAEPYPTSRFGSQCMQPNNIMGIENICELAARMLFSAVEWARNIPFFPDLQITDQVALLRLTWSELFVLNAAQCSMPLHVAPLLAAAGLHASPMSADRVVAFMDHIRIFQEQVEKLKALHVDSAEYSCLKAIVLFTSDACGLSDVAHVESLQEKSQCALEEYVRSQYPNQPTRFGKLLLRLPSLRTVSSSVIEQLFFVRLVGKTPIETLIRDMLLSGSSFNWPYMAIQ
ABHD5 PLIN5 PPI – ABHD5-PLIN5 protein interaction inhibition; Q00G26+Q8WTS1; Split G. princeps luciferase complementation, luminescence, 4 h; inhibition, % at 4 µM; actives 0.78% (n = 360,000);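 active means inhibition above the mean inhibition across every tested compound plus 3 SD, cut at about 22% in these data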;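 further: 0% = DMSO only wells and the 100% control is not disclosed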
NCOA2 inhibitor – human SRC2 (NCOA2) inhibition. actives 0.17% (n = 370,000). HEK293 GAL4-SRC2 luciferase reporter, luminescence. Q15596. inhibition, % at 9 µM;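 active means inhibition above the mean inhibition of all tested compounds plus 3 SD, set per campaign, cut at about 52% in these data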;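 further: 0% = DMSO treated cells and 100% = cells given Gossypol at 36 µM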
NR5A2 inv ag – inverse agonists of human LRH-1 (NR5A2) | O00482 | HEK293T StAR-luciferase reporter, LRH-1 transfected, 24 h | inhibition, % at 3.6 µM | actives 0.13% (n = 360,000) | AID 602396;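 active means inhibition above the mean inhibition of all tested compounds plus 3 SD, cut at about 73% in these data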;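 further: 0% = DMSO wells and 100% = reporter-only cells lacking LRH-1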
Target sequence (O00482 whole entry, looked up): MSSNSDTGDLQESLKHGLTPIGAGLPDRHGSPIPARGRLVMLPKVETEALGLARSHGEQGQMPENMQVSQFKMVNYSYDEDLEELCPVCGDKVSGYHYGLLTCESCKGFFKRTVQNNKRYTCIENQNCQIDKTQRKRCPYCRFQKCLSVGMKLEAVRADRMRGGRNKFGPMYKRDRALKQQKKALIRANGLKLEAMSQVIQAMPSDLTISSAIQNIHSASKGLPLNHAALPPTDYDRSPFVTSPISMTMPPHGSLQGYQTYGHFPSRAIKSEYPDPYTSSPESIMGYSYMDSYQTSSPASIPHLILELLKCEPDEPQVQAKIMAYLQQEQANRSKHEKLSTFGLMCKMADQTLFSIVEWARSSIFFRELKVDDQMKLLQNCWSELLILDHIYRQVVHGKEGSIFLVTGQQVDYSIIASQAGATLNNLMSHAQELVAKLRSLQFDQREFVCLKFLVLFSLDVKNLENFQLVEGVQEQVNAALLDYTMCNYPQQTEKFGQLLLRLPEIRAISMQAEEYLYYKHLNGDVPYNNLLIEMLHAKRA
Granule exo inh – blocks lytic granule exocytosis; TALL-104 LAMP-1 surface exposure, flow cytometry; cells stimulated with thapsigargin and PMA; actives 0.66% (n = 360,000); inhibition, % at 10 µM; AID 651702;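 active means inhibition above about 55%, limit read from the data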
TROY NFkB inh – inhibitors of TROY-dependent NF-kB signaling; Q293 LMP1-TROYcd NF-kB luciferase reporter, 4 h; inhibition, % at 10 µM; actives 0.98% (n = 360,000); AID 1347056;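 active means compounds whose plate-normalised and pattern-corrected inhibition of the luciferase reporter signal at the single screening dose is 50% or more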
NCOA1 inh – inhibitors of human steroid receptor coactivator 1 (SRC1). HEK293 GAL4-SRC1 luciferase reporter, luminescence. inhibition, % at 3.6 µM. actives 0.12% (n = 360,000). AID 588354;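 active means inhibition above the campaign mean plus 3 SD, with each screening campaign given its own cutoff, cut at about 60% in these data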;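 further: 0% = DMSO treated cells and 100% = gossypol at 36 µM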
TWEAK Fn14 block – TWEAK-Fn14 signaling inhibition; TWEAK-stimulated Fn14 reporter cells, luciferase luminescence, 8 h; inhibition, % at 10 µM; actives 2% (n = 360,000); AID 1159606; in the data active means inhibition above about 50%
NOD2 RIPK2 PPI – inhibitors of human NOD2-RIPK2 interaction | O43353 | inhibition, % at 4.98 µM | actives 0.38% (n = 360,000) | CHO BLA complementation NOD2-RIPK2, CCF4 ratio | AID 624267; in the data active means inhibition above about 21%;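 further: 0% = vehicle only and 100% = reference blocker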
Active calls of the source: *; · = not tested or not shown. This is a subset (hit frequency here may not be typical).

SMILES	TLR9-MyD88 block	NCOA3 inh	NR2F2 inh	ABHD5 PLIN5 PPI	NCOA2 inhibitor	NR5A2 inv ag	Granule exo inh	TROY NFkB inh	NCOA1 inh	TWEAK Fn14 block	NOD2 RIPK2 PPI
Cc1ccc(C(=O)N(CC(=O)NC2CCCC2)Cc2cccs2)s1	14	0	-13	4	-12	6	-6	-6	-13	5	-5
COc1ccc(C2c3[nH]c4ccccc4c3CCN2Cc2ccoc2)c(F)c1 (stereo not given)	6	-32	-26	10	-16	13	33	-7	-7	-33	2
COc1ccc(CCN2CC(C(=O)N(C)CC(=O)Nc3ccc(Cl)c(C(F)(F)F)c3)CC2=O)cc1OC (stereo not given)	-11	-11	-4	-3	-5	5	-2	-4	12	0	4
CC(=O)Nc1ccc(NC(=O)CSc2nccn2Cc2ccc(Cl)cc2)cc1	6	-2	10	4	23	-1	-1	-26	-14	-29	-2
Cc1cc(=O)n2nc(N3CCCC3C(=O)NCc3ccccn3)sc2n1 (stereo not given)	-1	13	2	3	19	3	-1	2	-16	-2	6
O=C1ON=C(c2ccccc2)/C1=C/c1cccnc1	-1	2	-5	-8	-15	8	-5	5	8	-4	2
C=CCCC(=O)N1C[C@H]2CON(C)[C@H]2C[C@H]1c1cccc(Nc2ccccc2)c1	-3	1	4	2	-10	-4	2	-15	3	18	-12
CS(=O)(=O)c1ccccc1-c1nnc(NC(=O)c2ccc(S(=O)(=O)N3CCCC3)cc2)o1	-4	2	2	5	3	1	10	70*	-4	4	-13
COC(=O)COc1ccc2c(-c3ccc(OC)cc3)cc(=O)oc2c1	-6	20	10	9	4	-16	2	-14	-10	-2	-6
Cc1cc2oc(C(=O)Nc3ccc(S(=O)(=O)Nc4nccs4)cc3)cc(=O)c2cc1Cl	5	-11	10	5	3	-3	-1	7	-15	-6	1
Cc1cccc([C@@H]2[C@@H]3C(=O)N(Cc4ccccc4)C(=O)[C@@H]3[C@]3(CC(C)C)C(=O)N(c4cccc(F)c4)C(=O)N23)c1	-9	-3	2	4	21	0	-8	10	-4	14	-4
Nc1ccc2c(c1)COC2=O	-6	-3	-3	-6	-51	-5	3	-21	-34	-5	0
O=C(O)CC1(CC(=O)Nc2ccc(F)c(Cl)c2)CCCCC1	·	17	-1	-5	7	18	-1	-24	21	-14	-17
O=C(OCC(=O)N1CCCCCC1)c1cccs1	0	-40	3	6	-38	-9	2	-33	-42	46	-11
CCN(CC)S(=O)(=O)c1cc(C(=O)OCC(=O)Nc2ccc(-c3nc4ccc(C)cc4s3)cc2)ccc1F	6	-174	-36	3	-51	-103	-2	13	-134	32	2
CCC1(c2ccccc2)NC(=O)N(CC(=O)Nc2ccc(S(N)(=O)=O)cc2)C1=O (stereo not given)	-1	5	-7	3	-23	4	-6	-9	-5	1	-1
C=CCn1c(=O)c2c(nc3n2CCCN3CCc2ccc(OC)c(OC)c2)n(C)c1=O	-2	5	-4	4	-17	15	0	-5	-11	10	7
N#Cc1ccc(COC(=O)CSc2nnc(C3CCCCC3)n2N)cc1	8	10	-67	-7	-13	-11	-10	-17	-6	-11	8
Cc1cccc(N(C)S(=O)(=O)c2nnc(NC(=O)c3ccco3)s2)c1	2	12	-15	4	-1	1	-1	2	-3	6	3
Cc1ccccc1C(C(=O)NCc1ccco1)N(CC1CCCO1)C(=O)Cn1nnc2ccccc21 (stereo not given)	9	-3	11	6	-9	9	-1	-9	5	28	-2
c1ccc(Cn2nnc(CNc3ccccc3)c2-c2c(CNc3ccccc3)nnn2Cc2ccccc2)cc1	-9	13	·	4	·	0	-3	31	-13	34	7
Cc1nc2sccn2c(=O)c1S(=O)(=O)Nc1ccc(N2CCOCC2)c(Cl)c1	10	-2	9	5	-6	13	0	5	9	22	-17
Cc1cccc(N(C(=O)c2snc(C(N)=O)c2N)C(C(=O)NCC2CCCO2)c2ccc(N(C)C)cc2)c1 (stereo not given)	1	-2	4	0	10	1	97*	2	-14	15	-10
CCCCc1cc(=O)oc2cc(O)ccc12	3	-3	-3	3	-1	3	-1	7	-26	11	-6
C/C(=N\OCC(=O)Nc1ccc(Br)cc1)c1cccs1	-9	9	12	-8	20	-9	1	-11	-2	-41	0
Cc1ccc(S(=O)(=O)N[C@@H](C)C(=O)OCC(=O)N2c3ccccc3NC(=O)C2(C)C)cc1	-2	-37	17	8	-10	14	0	4	-6	-15	1
COc1cccc(CC(=O)OCC(=O)NC2(C#N)CCCC2)c1	-21	-16	0	5	16	-23	2	-4	-5	-11	10
CCOC(=O)c1c(C)c(C(=O)NC2CCCCCC2)c(C)n1C	-4	11	11	1	-8	-2	0	7	-14	-24	0
O=C(Nc1ccccn1)C(c1ccccc1)c1ccccc1	-16	15	13	-7	-5	4	-11	-10	0	2	-4
CCOC(=O)c1c(CC(C)C)csc1NC(=O)COC(=O)c1ccc(O)cc1	0	5	14	9	-11	-6	39	20	2	-15	5
O=C1Nc2ccc(Br)cc2C1=C1CCCCC1	-10	-11	-1	-2	14	-3	24	16	8	31	5
CCOc1cccc(CNn2cnnc2)c1OCc1ccccc1	-12	0	4	5	-29	4	3	-6	-3	7	-6
COc1ccccc1CCC(=O)Nc1ccc(OC)c(S(=O)(=O)N2CCOCC2)c1	-6	-4	-4	-9	17	-3	-1	5	-2	2	4
CCOc1ccc(CCNC(=O)C2CCN(c3ccc(N4CCOCC4)nn3)CC2)cc1OCC	-9	8	-5	4	6	-22	-1	4	-12	15	-12
Cc1cc(OCc2cc(C(=O)NC(C)c3cnn(C)c3)no2)cc(C)c1Cl (stereo not given)	-14	-85	-46	-4	-94	-59	6	-41	-88	13	6
CCOCCCNC(=O)c1cn(C)c2ccc(S(=O)(=O)N3CCCC3)cc2c1=O	5	-4	4	-5	-5	6	-15	1	13	0	-3
COC(=O)c1ccc(NC(=O)NC2CCCCC2)cc1	6	-15	-38	-4	-115	-99	-4	-64	-65	-21	4
COc1ccc(-n2c(C)cc(C(=O)COc3ccc(-n4cnnn4)cc3)c2C)cc1	1	-12	0	8	-8	1	1	-5	-2	-2	-5
O=C(COC(=O)CCNS(=O)(=O)c1ccc2c(c1)OCCO2)NC1CCCc2ccccc21 (stereo not given)	8	10	6	-4	5	11	0	-1	-9	-9	3
O=C(CSc1nc(C(F)(F)F)cc(=O)[nH]1)Nc1cccc2ccccc12	-4	5	-21	0	17	15	-12	-10	17	10	-14
Cc1nc(N)ncc1C(=O)Nc1ccccc1	-5	1	-3	0	9	-1	-2	11	-15	-1	-1
CC1=CC=CC2=NC(=O)CC(C)(C(=O)O)N12 (stereo not given)	6	15	0	-3	0	4	-2	-8	7	-3	-2
Cc1c(NC(=O)c2nn(CC(C)C)c(=O)c3ccccc23)c(=O)n(-c2ccccc2)n1C	1	3	1	4	-23	10	-1	-7	-9	7	9
CC(C)Cn1c(SCC(=O)O)nnc1-c1cccc(S(=O)(=O)N2CCOCC2)c1	-3	12	15	-10	-18	8	-6	10	-19	4	-5
C/C(CC(=O)Nc1cc(C)ccn1)=N\NC(=O)c1ccccc1C	-12	0	17	-16	-11	-13	-2	6	-3	4	-2
Cc1ccc(C(=O)NCC(=O)OCC(=O)N(CC(C)C)c2c(N)n(Cc3ccccc3)c(=O)[nH]c2=O)cc1C	7	5	4	-8	4	10	11	-7	-7	-1	-4
CCC(C)N1C(=S)SC(C)(C)C1N(O)C(=O)NC1CCCCC1 (stereo not given)	0	12	-9	-14	-1	5	2	-10	6	6	5
O=C(COC(=O)CNC(=O)c1cccs1)Nc1ccccc1C(F)(F)F	-10	10	-8	6	-7	17	1	15	-20	-7	0

Sorted by number of heavy atoms (rising): some entries from above
SMILES	TLR9-MyD88 block	NCOA3 inh	NR2F2 inh	ABHD5 PLIN5 PPI	NCOA2 inhibitor	NR5A2 inv ag	Granule exo inh	TROY NFkB inh	NCOA1 inh	TWEAK Fn14 block	NOD2 RIPK2 PPI
O=C(CSc1nc(C(F)(F)F)cc(=O)[nH]1)Nc1cccc2ccccc12	-4	5	-21	0	17	15	-12	-10	17	10	-14
CC(C)Cn1c(SCC(=O)O)nnc1-c1cccc(S(=O)(=O)N2CCOCC2)c1	-3	12	15	-10	-18	8	-6	10	-19	4	-5
Cc1ccc(C(=O)NCC(=O)OCC(=O)N(CC(C)C)c2c(N)n(Cc3ccccc3)c(=O)[nH]c2=O)cc1C	7	5	4	-8	4	10	11	-7	-7	-1	-4

(cont.)
SMILES	TLR9-MyD88 block	NCOA3 inh	NR2F2 inh	ABHD5 PLIN5 PPI	NCOA2 inhibitor	NR5A2 inv ag	Granule exo inh	TROY NFkB inh	NCOA1 inh	TWEAK Fn14 block	NOD2 RIPK2 PPI
CS(=O)(=O)c1ccc(Cl)c(NC(=O)CCCc2nc3ccccc3c(=O)[nH]2)c1	-1	6	-6	-1	-28	1	0	3	-21	-1	-7
Cn1cc([N+](=O)[O-])c(C(=O)NCc2ccccc2)n1	-3	15	-9	0	15	6	2	-8	-13	14	-17
Cc1ccc(S(=O)(=O)Nc2c(C)nc3nc(C)[nH]n3c2=O)c(C)c1	1	-1	-17	2	-13	8	8	-3	3	30	-8
CCOc1ccc(CNC(=O)C2CCCN(S(=O)(=O)N3CC(C)CC(C)C3)C2)cc1OC (stereo not given)	-6	15	11	-5	0	-9	-9	1	2	-2	0
COc1ccc(C2=C(CC(=O)O)C(=O)CC2)cc1	6	9	-5	-7	2	14	-1	0	-15	-7	-8
O=C(Nc1ccc(Cl)c(Cl)c1)Nn1cnnc1	-11	-2	3	2	11	6	-2	0	-9	-1	-3
Cc1cccc(N2CCN(C(=O)c3ccc(CS(=O)Cc4cccc(Cl)c4)o3)CC2)c1C (stereo not given)	8	24	9	8	20	-16	35	42	1	0	2
CCOC(=O)Cn1c(=O)oc2cc(S(=O)(=O)N3CCN(C(=O)c4ccco4)CC3)ccc21	3	9	3	-3	-16	-18	-1	7	-11	-2	0
COc1ccc(NC(=O)CN(C)C(=O)CCSc2ccc(C)cc2)cc1	-2	-6	3	-2	20	-10	-2	-7	4	-10	-8
Cc1cccc(NNC(N)=S)c1	-19	18	0	-7	5	0	0	14	-4	1	-14
CCOc1ncccc1C(=O)N(C)CC(=O)Nc1ccc(F)cc1	4	21	12	-4	-14	-5	-4	-3	-18	-8	-7
O=C(NCCCN1CCN(c2cccc(Cl)c2)CC1)C1(S(=O)(=O)c2ccc(Cl)cc2)CC1	-16	1	-1	11	-7	4	4	7	-2	20	9
Cc1cccc(NC(=O)NNC(=O)c2cc3occc3[nH]2)c1C	5	-15	13	2	21	0	-2	0	-29	3	7
Cc1cc(=O)[nH]c(-c2ccc(C(F)(F)F)cc2)n1	7	3	10	5	0	1	-1	-12	18	19	-8
COc1cccc(CNC(=O)CCC2CCCN(C(=O)c3ccccc3N(C)C)C2)c1 (stereo not given)	-9	-2	13	11	12	-12	1	-9	-8	0	-2
COc1ccc(C(=O)CSc2nnc(NC(=O)C3CC(=O)N(c4ccccc4C)C3)s2)cc1 (stereo not given)	7	22	11	4	3	9	-6	-7	-46	0	-8
O=C(CN1C(=O)NC2(CCCCC2)C1=O)NCC(=O)Nc1ccc(F)c(F)c1	1	-7	-15	-7	-37	2	-2	9	-21	1	-5
